# CRFBP-R2 block: CRF-BP/CRF-R2 complex antagonism; HEK293 CRF-R2/CRF-BP, CRF-induced calcium fluorescence; inhibition, % at 11.8 µM; hit rate 0.59% among 350,000; AID 588475;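 active means inhibition of the ligand-induced calcium signal above about 50% at the single tested concentration, limit read from the data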
# M5 PAM: potentiates acetylcholine response at human M5 receptor | CHO-K1 hM5, Fluo-8 calcium, ACh EC20 PAM; 0% = ACh EC20, 100% = ACh EC100 | activation, % at 3 µM | hit rate 0.3% among 360,000;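 active means activation above the run cutoff, the mean activation of all test compounds plus 3 SD, cut at about 18% in these data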
# Target sequence (P08912 whole entry, looked up): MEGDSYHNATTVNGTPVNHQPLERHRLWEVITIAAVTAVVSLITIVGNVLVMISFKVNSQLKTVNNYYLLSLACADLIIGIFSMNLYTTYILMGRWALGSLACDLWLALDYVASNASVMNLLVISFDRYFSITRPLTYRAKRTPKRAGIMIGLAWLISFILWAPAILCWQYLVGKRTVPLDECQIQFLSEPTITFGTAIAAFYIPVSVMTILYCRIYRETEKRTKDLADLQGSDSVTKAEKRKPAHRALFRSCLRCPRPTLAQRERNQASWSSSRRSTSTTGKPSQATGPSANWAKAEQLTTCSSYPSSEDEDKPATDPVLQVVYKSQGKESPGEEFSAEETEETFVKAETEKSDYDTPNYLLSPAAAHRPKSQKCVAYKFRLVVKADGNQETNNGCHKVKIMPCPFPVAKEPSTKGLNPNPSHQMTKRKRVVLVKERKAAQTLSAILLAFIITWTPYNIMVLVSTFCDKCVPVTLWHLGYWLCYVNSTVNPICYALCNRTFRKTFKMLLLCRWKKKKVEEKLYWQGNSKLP
#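 System – CHO-K1 hM5 cells · Compound – 3 µM, single dose · Incubation – compound preincubation 140 s before EC20 acetylcholine addition · Technique – Fluo-8 calcium fluorescence · Measure – Max/basal fluorescence ratio as % of EC20–EC100 ACh window · Benchmarks – low control EC20 acetylcholine (0%), high control EC100 acetylcholine (100%) · Replication – singlicate, one well per test compound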
# TAAR1 ag: agonists of human TAAR1; CHO RD-HGA16 TAAR1, Fluo-8 calcium fluorescence; vehicle wells 0%, saturating PEA agonist 100%; activation, % at 3 µM; hit rate 0.99% among 360,000; AID 624467;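 active means activation above the mean activation of all test compounds in the run plus 3 SD, cut at about 38% in these data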
# Target sequence (Q96RJ0 whole entry, looked up): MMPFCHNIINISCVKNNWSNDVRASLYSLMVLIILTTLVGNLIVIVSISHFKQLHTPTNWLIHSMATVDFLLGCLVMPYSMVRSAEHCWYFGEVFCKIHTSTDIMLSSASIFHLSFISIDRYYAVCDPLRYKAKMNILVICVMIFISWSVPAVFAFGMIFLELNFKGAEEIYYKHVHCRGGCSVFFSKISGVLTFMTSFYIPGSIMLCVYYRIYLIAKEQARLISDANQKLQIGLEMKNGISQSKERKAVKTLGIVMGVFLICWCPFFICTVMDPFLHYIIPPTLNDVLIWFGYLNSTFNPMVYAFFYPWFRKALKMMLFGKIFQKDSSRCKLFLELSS
#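 Test system: RD-HGA16 (CHO) cells co-expressing Gα16 and hTAAR1; dosing: one-point dosing at 3 µM (nominal); timing: 17-24 h seeding, 75 min 37 °C dye, 30 min RT; signal: kinetic Fluo-8 calcium fluorescence; read-out basis: % activation relative to PEA EC100 response; controls: DMSO and PEA EC100; replicates: n 1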
# TAAR1 antag: antagonists of human TAAR1; Q96RJ0; CHO RD-HGA16 TAAR1, Fluo-8 calcium fluorescence, antagonist; inhibition, % at 3 µM; hit rate 1.5% among 360,000; AID 624466;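 active means inhibition above a per-plate cutoff, the mean inhibition of test compounds on that plate plus 3 SD, cut at about 49% in these data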;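 further: 0% = DMSO plus EC80 beta-PEA response and 100% = DMSO alone without agonist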
#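 Test system: hTAAR1-expressing CHO RD-HGA16 cells, Gα16-coupled; Probe or stimulus: EC80 β-phenethylamine stimulus; Compound dosing: single nominal final test compound concentration of 3 µM; Timing: 140 s kinetic read after compound, 140 s after agonist; Signal: Fluo-8 calcium-sensitive fluorescence; Measure: % inhibition of agonist calcium response; Controls: DMSO and EC80 PEA controls.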
# M4 PAM: potentiates acetylcholine response at human M4 receptor; activation, % at 3 µM; P08173; AID 624126; CHO-K1 hM4/Gqi5, Fluo-8 calcium fluorescence, ACh EC20; 0% = ACh EC20, 100% = maximal ACh; hit rate 0.4% among 360,000;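 active means activation above its plate's cutoff, the mean activation of sample wells plus 3 SD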; further: some results filed as inactive read as strong as hits
# CRFR2-BP ag: agonists of human CRF-binding protein/CRF-R2 receptor complex; activation, % at 13.2 µM; AID 588473; hit rate 0.46% among 350,000; HEK293 CRF-R2/CRF-BP, calcium dye fluorescence (FLIPR); percent of saturating CRF peptide response;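 active means activation of at least 50%, plus an integration ratio under a set limit after plate pattern correction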;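 further: plate controls were neutral control wells without compound for no effect and CRF at EC100 for full effect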
# CHRM5 antagonist: antagonists of human muscarinic M5 receptor (CHRM5); P08912; CHO-hM5 cells, Fluo-8 calcium fluorescence, ACh EC80; inhibition, % at 3 µM; hit rate 0.59% among 360,000;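 active means inhibition above a per-plate cutoff, the mean of that plate's test compounds plus 3 SD, cut at about 27% in these data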;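 further: 0% = acetylcholine EC80 with DMSO and 100% = DMSO without agonist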
# M5 ag: CHRM5 agonism in calcium assay; P08912; CHO-K1 hM5 cells, Fluo-8 calcium fluorescence; 0% DMSO wells, 100% maximal acetylcholine response; activation, % at 3 µM; hit rate 0.19% among 360,000;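 active means activation above the run's mean over test compounds plus 3 SD, cut at about 23% in these data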;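 further: signal is peak over basal fluorescence ratio across the kinetic read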
# M1 PAM parental: counter-screen for M1 PAMs: effect in parental CHO-K1 cells; ATP EC20, Fluo-8 calcium fluorescence; 0% at ATP EC20, 100% at ATP max; activation, % at 3 µM; hit rate 0.02% among 360,000;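 active means activation above the run cutoff, the mean activation of all test compounds plus 3 SD, cut at about 40% in these data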;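 further: peak over basal fluorescence ratio in a 140 s read after ATP addition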
# * marks the source's active call; other numbers are inactive results; nt = not tested or not shown.
# Every second line gives: CRFBP-R2 block	M5 PAM	TAAR1 ag	TAAR1 antag	M4 PAM	CRFR2-BP ag	CHRM5 antagonist	M5 ag	M1 PAM parental
- Cc1cccc(C(=O)NC(C(=O)Nc2ccc(S(=O)(=O)Nc3nccs3)cc2)C(C)C)c1 (stereo unspecified)
 : -12	5	-1	-21	1	0.8	0	-2	-13
- CC(=O)OCC1=C(C(=O)O)N2C(=O)C(NC(=O)c3ccc(COc4c(C)cccc4Cl)o3)C2SC1 (stereo unspecified)
 : 3	5	0	-11	-4	-1.8	2	-1	5
- Cc1occc1C(=O)Nc1cccc(Cn2cccn2)c1
 : 34	-3	6	6	-8	-4.4	-1	2	4
- Cc1cccc(OCCNc2cc(N3CCN(C)CC3)ccc2[N+](=O)[O-])c1
 : -11	-3	2	15	-8	-3.1	-1	-1	12
- COc1ccc2c(c1OC)C(=O)OC2CC(=O)c1ccc(O)c(O)c1 (stereo unspecified)
 : 21	0	8	4	-2	-0.7	-4	5	-1
- Cc1nc(Cl)sc1C(=O)Nc1cc(F)cc(F)c1
 : 0	1	23	-10	-5	0.9	1	6	19
- CCCCN(C)CCNC(=O)CCn1nc(-c2ccc(C)cc2)ccc1=O
 : -1	-1	-3	-7	-1	-2.6	0	-7	-1
- COc1ccc(NC2CCCN(C(=O)Cn3ccc(C)n3)C2)cc1OC (stereo unspecified)
 : -15	1	0	9	1	-1.5	8	-5	-3
- C=CCn1c(=O)c(C(=O)NCCN(CC)CC)c(O)c2ccccc21
 : -7	-4	7	-2	-3	2.0	1	-6	1
- OC[C@@H]1CN(Cc2ccccc2)C[C@H](n2cnc3c(NCc4ccco4)ncnc32)O1
 : nt	0	6	8	-1	nt	-1	2	-2
- O=C(O)c1cccc(S(=O)(=O)Nc2ccc([N+](=O)[O-])cc2O)c1
 : -14	8	1	4	5	-0.6	-1	2	19
- CC(C)NC(=O)NC(=O)COc1c(F)c(F)cc(F)c1F
 : -6	-1	0	-8	3	0.0	7	-5	8
- Fc1ccccc1Cc1noc(CN2CCN(c3ccc(Cl)cn3)CC2)n1
 : 20	-2	-3	10	0	-2.6	4	-1	15
- COCCNC(=S)N/N=C(\C)c1cccc(OC)c1
 : -8	-10	3	-3	-2	1.1	12	-4	27
- COc1ccc(C)cc1NC(=O)CCCN1C(=O)C(c2ccccc2)Oc2cccnc21 (stereo unspecified)
 : 18	-10	0	8	-4	0.2	15	-3	5
- NC(=O)c1nsc(C(=O)N(c2ccccc2)C(C(=O)NC2CCCC2)c2ccc3ncccc3c2)c1N (stereo unspecified)
 : -8	-3	8	51*	-5	-1.2	8	3	2
- Cc1[nH]c2ccc(-c3n[nH]c(=S)n3-c3ccc(Br)cc3)cc2c1C
 : 10	-2	3	-16	-1	-0.9	7	2	-6
- COCCCNCCCCSc1ccc(Cl)cc1
 : 3	0	7	-18	-3	-1.2	5	-5	22
- O=C(CNC(=O)N1CC(=O)Nc2ccccc21)NCc1ccc(F)cc1
 : -8	-2	3	-5	5	0.7	5	1	20
- CCC(C)n1c(SCC(=O)NC(=O)Nc2ccc3c(c2)OCCO3)nc2ccccc2c1=O (stereo unspecified)
 : -36	-3	7	-6	4	-1.0	1	1	15
- COCCNC(=O)c1c[nH]c2ccc(S(=O)(=O)N3CCc4ccccc43)cc2c1=O
 : 5	1	0	-6	0	0.4	12	-1	14
- CC1CC(C#N)N(N(C)C)C1=C(C#N)C#N (stereo unspecified)
 : 4	4	2	-19	-3	-1.0	-1	2	7
- COc1ccc(Cc2nnc(NC(=O)c3ccc(OC)c(OC)c3)s2)cc1
 : -25	1	9	11	0	6.2	9	1	14
- COc1ccc(NC(=O)COC(=O)[C@@H]2CCCN2C(=O)c2cccs2)cc1
 : 15	-3	12	5	4	-0.3	-4	-1	18
- CCOC(=O)C1CCN(c2c(NC3CCCc4ccccc43)c(=O)c2=O)CC1 (stereo unspecified)
 : 3	-1	2	-21	7	-0.8	2	3	22
- CCc1cc(=O)oc2cc(C)cc(OCC(=O)NCCCn3ccnc3)c12
 : -2	-7	8	-27	1	4.8	22	-6	20
- O=C(Cn1nnc2ccccc2c1=O)Nc1cccc(S(=O)(=O)N2CCOCC2)c1
 : -6	-3	2	9	3	0.9	5	-4	10
- CC(C)(C)c1ccc(C(=O)OCC(=O)Nc2cccc(S(=O)(=O)NC3=NCCC3)c2)cc1
 : -9	-4	9	0	1	-1.4	-1	-1	11
- O=C(Cn1cnc2ccccc2c1=O)Nc1nnc(SCc2ccccc2)s1
 : -12	-6	-1	-10	6	-1.5	-1	1	1
- Cc1cccc(C(=O)NCC(=O)OCc2nc(N)nc(Nc3ccccc3C)n2)c1
 : -12	5	1	-9	11	7.2	8	1	7
- COc1ccc(CN2CCN(CCC(C)C)C(CCO)C2)cc1Cn1cccn1 (stereo unspecified)
 : 0	1	2	-8	-8	-1.2	-4	-6	22
- O=C(NCC(=O)N(Cc1ccco1)C(C(=O)NC1CCCC1)c1ccncc1)c1cccs1 (stereo unspecified)
 : 8	2	2	-14	2	-3.3	-5	-6	-5
- O=C(Nc1ccon1)Nc1ccc(Cl)cc1Cl
 : -16	-2	0	12	-2	0.5	7	-2	8
- CCc1ccccc1-n1c(SCC(=O)NC)nnc1-c1cccnc1
 : -8	-3	8	5	9	1.9	0	2	17
- CCOc1ccc(S(=O)(=O)N2CCN(c3ncccn3)CC2)cc1
 : 10	-10	-1	-1	-1	-1.9	11	0	0
- COc1cc(NS(=O)(=O)c2cccc3nsnc23)cc(OC)c1
 : 8	-11	14	-5	7	-0.3	5	-2	6
- Cc1cccc(Nc2nnc(SCC(=O)NCc3cccs3)s2)c1C
 : -2	-5	-1	-6	-2	0.1	6	-4	20
- CCOc1ccccc1OCCCC(=O)N(CC)CC(=O)Nc1c(F)cccc1F
 : 16	3	6	4	0	-1.1	-6	3	-2
- CC(=O)c1ccc(NC(=O)COC(=O)CCC(=O)c2cccs2)cc1
 : -1	4	3	8	5	0.4	-5	5	12
- C=CC[C@@H](CC(=O)N[C@@H](CO)Cc1ccccc1)C(=O)N[C@@H](COC(=O)[C@@H](CC=C)Cc1ccc(F)cc1)Cc1ccccc1
 : -7	-18	1	9	7	0.1	18	4	16
- COCCCN(C(=O)CSCc1ccc(C)cc1)c1c(N)n(Cc2ccccc2)c(=O)[nH]c1=O
 : 4	8	1	-21	4	1.1	2	-1	18
- O=C(O)/C=C/C(=O)Nc1cccc2cccnc12
 : 5	-2	4	-10	4	-0.2	2	-1	-3
- O=C(OCC(=O)N1CCc2ccccc2C1)c1c(F)cccc1Cl
 : 2	-5	6	14	1	-0.6	3	-1	8
- CN(C)S(=O)(=O)c1ccc(N2CCCC2)c(C(=O)Nc2nc(-c3ccc(F)cc3)cs2)c1
 : 8	2	6	-19	1	1.3	-5	-9	11
- COc1ccc2nc(NC(=O)CCNC(=O)c3ccccc3Cl)sc2c1
 : 19	-2	5	4	-3	-1.8	2	0	12
- O=C(COC(=O)c1c2c(nc3ccccc13)CCN(Cc1ccccc1)C2)Nc1c(F)cccc1F
 : 17	-18	13	39	-19	-0.8	15	3	4
- O=C(CN(C(=O)c1csnn1)c1cccc2ccccc12)NCc1ccc(F)cc1
 : 6	4	2	-6	1	-0.2	0	0	21
- COc1ccc(C(=O)CSc2nccn2C)cc1
 : 1	-4	0	-4	-7	-0.7	8	-2	-3
- O=C1CN(C(=O)COc2ccc(Cl)cc2Cl)c2ccccc2N1
 : 1	-7	-3	16	-4	-0.8	13	-3	7
- COc1ccccc1N1CCN(CC(O)COc2ccc(S(=O)(=O)N3CCOCC3)cc2)CC1 (stereo unspecified)
 : -2	-2	8	-4	-3	0.3	0	1	17
- CC1CN(c2nnc(NC(=O)c3ccccc3)s2)CC(C)O1 (stereo unspecified)
 : 0	1	4	13	3	-0.4	3	3	-13
- COC(=O)Cc1ccc(NC(=O)c2cccs2)cc1
 : 4	-3	9	-6	-4	-0.8	-17	-8	17
- CC(C)Oc1ccc(CNC(=O)CCC(=O)N2CC(C)Sc3ccccc32)cc1 (stereo unspecified)
 : -19	-9	3	29	1	-6.1	12	3	16
- OCCC1CN(Cc2cnc(-c3ccccc3)s2)CCN1C1CCCCC1 (stereo unspecified)
 : 6	-6	1	-14	-30	1.8	10	-12	19
- CCC(Oc1ccccc1)C(=O)NCc1ccc(S(N)(=O)=O)cc1 (stereo unspecified)
 : -18	2	1	-7	20*	5.7	-5	-1	12
- O=C(Cc1ccc(Cl)cc1)NCc1nc(-c2ccccc2)no1
 : nt	5	nt	nt	-1	nt	8	2	14
- COC(=O)c1ccc(CNC(=O)COC(=O)Cc2ccsc2)cc1
 : -13	-4	2	3	7	4.0	-4	-1	9
- Cc1cc(C)nc(SCC(=O)c2ccc(C)c(C)c2)n1
 : 15	3	9	-10	-3	-3.6	-1	-6	5
- CCCn1cnc2cc(NCc3ccc(Br)cc3)ccc21
 : -64	3	6	-6	-6	4.7	2	-5	-5
- Cc1c(CC(=O)O)c(=O)oc2cc(OCc3ccc(Cl)cc3)ccc12
 : 13	-7	3	3	5	1.5	3	-3	-5

# Rewritten as comma-separated lines: 3 of the compounds above.
SMILES,CRFBP-R2 block,M5 PAM,TAAR1 ag,TAAR1 antag,M4 PAM,CRFR2-BP ag,CHRM5 antagonist,M5 ag,M1 PAM parental
O=C(CN(C(=O)c1csnn1)c1cccc2ccccc12)NCc1ccc(F)cc1,6,4,2,-6,1,-0.2,0,0,21
COc1ccc(C(=O)CSc2nccn2C)cc1,1,-4,0,-4,-7,-0.7,8,-2,-3
O=C1CN(C(=O)COc2ccc(Cl)cc2Cl)c2ccccc2N1,1,-7,-3,16,-4,-0.8,13,-3,7

# More results follow:
# Every second line gives: CRFBP-R2 block	M5 PAM	TAAR1 ag	TAAR1 antag	M4 PAM	CRFR2-BP ag	CHRM5 antagonist	M5 ag	M1 PAM parental
- Cc1cccc(N2CCN(C(=O)c3ccc4nccnc4c3)CC2C)c1 (stereo unspecified)
 : -7	1	1	-16	5	3.0	10	1	-1
- CN(C)c1ccc(C(C(=O)NCC2CCCO2)N(C(=O)c2snc(C(N)=O)c2N)c2ccc3c(c2)OCO3)cc1 (stereo unspecified)
 : 8	-3	13	22	-6	0.6	4	-1	-13
- NC(=O)NC(Cc1ccccc1)C(=O)Nc1ccc(S(N)(=O)=O)cc1 (stereo unspecified)
 : 10	-2	3	-2	-2	0.6	-2	-1	9
- COc1cccc(-n2c(-c3cccc(S(=O)(=O)N(C)C)c3)n[nH]c2=S)c1
 : 0	2	0	-7	10	-0.4	12	-2	19
- Cc1ccc(NC(=O)C2CCN(S(=O)(=O)c3c(C)noc3C)CC2)cc1C
 : 8	-9	7	-26	3	0.1	-6	-4	11
- COCC(C)NC(=O)CSc1ncnc2sc(-c3ccccc3)cc12 (stereo unspecified)
 : 1	1	0	7	1	-1.2	2	-5	-16
- C/C(N)=C(/C#N)C(=O)CSc1nnc(-c2ccccc2Br)o1
 : -5	-3	12	17	-6	0.1	6	2	-7
